From PubChem BioAssay
NadD block = inhibitors of S. aureus NadD, primary screen, biochemical, colorimetric, uHTS; Nicotinate-nucleotide adenylyltransferase NadD (Staphylococcus aureus N315); purified NadD enzyme, colorimetric absorbance read-out; actives 0.78% (n = 360,000); inhibition, % at 20 µM; in the data active means inhibition above about 26%; further: some compounds past the cut are filed as inactive
MT1-MMP act inh = blockers of MT1-MMP proenzyme processing, primary screen, HT1080 RFP-PRO-GFP cells, GFP/RFP fluorescence; Matrix metalloproteinase-14 (Homo sapiens), P50281; GFP/RFP ratio fluorescence, overnight; percent of plate control window, DMSO zero; GFP/RFP ratio change, % at 20 µM; actives 0.061% (n = 360,000); AID 651647, 2012;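 active means GFP/RFP ratio change of at least 30% with cell ATP level not reduced by more than half and red fluorescence within 50% of control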; further: strong numbers were not always called active
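system = RFP-PRO-GFP reporter HT1080 cells | dosing = 20 µM single dose, 1% DMSO | timing = overnight cell settling, then overnight compound exposure, 37 °C, 5% CO2 | read-out basis = GFP/RFP fluorescence ratio | controls = DMSO and RFP-L50D-GFP cell wells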
SKN-1 inh = suppressors of acrylamide-induced Pgst-4::GFP reporter in worms, primary screen, SKN-1 inhibitor project, whole organism, uHTS, GFP/RFP fluorescence ratio, strain VP596; C. elegans VP596 Pgst-4::GFP/RFP ratio, 24 h; inhibition, % at 21.8 µM; actives 0.49% (n = 360,000); AID 624304, 2012;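 active means interference check ratio from 0.5 to 1.5 plus GFP to RFP signal ratio inhibition reaching or exceeding a fixed threshold, cut at about 30% in these data, passing the limit was not always enough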; further: some compounds called inactive have numbers as strong as hits
NRP1-CendR mod = modulators of CendR peptide binding to NRP-1, primary screen, biochemical, fluorescence polarization, uHTS; FAM-RPARPAR peptide binding to NRP-1; inhibition, % at 25 µM; actives 0.85% (n = 360,000); AID 602438, 2012;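 active means inhibition or corrected inhibition above about 18%, plus a signal ratio from 0.5 to 1.5, limit read from the data, passing the limit was not always enough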; further: strong numbers were not always called active
STEP block = STEP phosphatase inhibitors, primary screen, biochemical, fluorescence intensity, uHTS; recombinant STEP, OMFP fluorogenic substrate; AID 588621, 2011; actives 0.25% (n = 360,000); inhibition, % at 20 µM; Tyrosine-protein phosphatase non-receptor type 5 (Homo sapiens), P54829;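 active means inhibition at 20 µM, scaled per plate between control wells, above about 37%, limit read from the data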;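 further: 0% = DMSO with enzyme and substrate and 100% = substrate only without enzyme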
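material = STEP tyrosine phosphatase | reagent = fluorogenic phosphatase substrate OMFP at 25 µM final | doses = single compound dose of 20 µM, 1% DMSO final | schedule = 20 min reaction, room temperature, in the dark | measured by = fluorescence, 480/540 nm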
LMPTP block = LMPTP phosphatase inhibitors, primary screen, biochemical, fluorescence intensity, uHTS; recombinant LMPTP-A, OMFP fluorogenic substrate; inhibition, % at 20 µM; actives 0.22% (n = 360,000);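 active means compounds that cut the enzyme signal by at least half of the control window in the single-dose screen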;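 further: plate controls were DMSO wells with enzyme plus substrate for no effect and substrate without enzyme for full effect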
Target sequence (P24666 whole entry, looked up): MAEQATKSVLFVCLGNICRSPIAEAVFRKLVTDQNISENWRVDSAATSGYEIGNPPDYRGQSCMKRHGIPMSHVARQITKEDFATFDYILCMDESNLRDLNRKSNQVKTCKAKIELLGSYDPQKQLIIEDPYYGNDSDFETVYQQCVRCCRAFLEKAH
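Test system: LMPTP-A, protein tyrosine phosphatase of low molecular weight; Input: 0.625 nM enzyme; Incubation: 50 min dark incubation at room temperature; Signal: endpoint fluorescence intensity from OMFP dephosphorylation; Read-out basis: % inhibition versus control wells.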
Scp-1 inhibitor = Scp-1 phosphatase inhibitors, primary screen, biochemical, colorimetric, uHTS; inhibition, % at 20 µM; AID 493091, 2011; Carboxy-terminal domain RNA polymerase II polypeptide A small phosphatase 1 (Homo …; actives 0.88% (n = 340,000); Recombinant Scp1, phosphopeptide, malachite green phosphate absorbance;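 active means inhibition above about 50% at 20 µM, limit read from the data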;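 further: plate controls were DMSO wells with enzyme for no effect and wells lacking enzyme for full effect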
Target sequence (Q9GZU7 76-261 limits assumed): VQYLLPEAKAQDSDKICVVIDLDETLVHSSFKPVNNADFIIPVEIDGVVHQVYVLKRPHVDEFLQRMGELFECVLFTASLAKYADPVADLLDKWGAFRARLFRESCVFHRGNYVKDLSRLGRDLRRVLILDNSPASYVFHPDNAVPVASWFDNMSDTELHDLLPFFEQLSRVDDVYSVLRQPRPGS
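Test system: SCP-1 phosphatase catalytic domain, residues 76-261 | Compound dosing: One concentration, 20 µM, with 1.0% DMSO | Schedule: 45 min room-temperature reaction, 5 min colour, 30 min stabiliser | Detection: Absorbance at 630 nm | Read-out basis: % inhibition of SCP-1 phosphate liberation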
Rpn11 inh = Rpn11 (PSMD14) deubiquitinase inhibitors, primary screen, biochemical, fluorescence polarization, uHTS; calls only at 20 µM; human 26S proteasome, Ub4-pepOG fluorescence polarization; 20S core pre-blocked with epoxomicin; 26S proteasome non-ATPase regulatory subunit 14 (Homo sapiens), O00487; AID 588493, 2011; actives 0.59% (n = 360,000);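 active means inhibition at 20 µM, scaled to each plate's controls, above about 33%, limit read from the data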
Target sequence (O00487 whole entry, looked up): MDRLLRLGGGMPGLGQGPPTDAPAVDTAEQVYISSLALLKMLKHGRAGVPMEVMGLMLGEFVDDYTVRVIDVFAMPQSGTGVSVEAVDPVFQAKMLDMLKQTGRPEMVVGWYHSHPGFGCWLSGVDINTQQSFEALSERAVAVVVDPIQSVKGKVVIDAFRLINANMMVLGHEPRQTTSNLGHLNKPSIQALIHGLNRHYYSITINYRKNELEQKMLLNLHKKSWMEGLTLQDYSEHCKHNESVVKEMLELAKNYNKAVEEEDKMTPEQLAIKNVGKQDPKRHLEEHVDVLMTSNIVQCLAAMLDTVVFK
SUMO1 PPI mod = modulators of SUMO1 protein-protein interactions, primary screen, biochemical, uHTS; actives 0.33% (n = 360,000); AID 602429, 2012; SUMO1 binding to a labelled peptide, TR-FRET, 1 h; inhibition, % at 20 µM; Small ubiquitin-related modifier 1 (Homo sapiens), P63165; in the data active means inhibition above about 37%
Target sequence (P63165 whole entry, looked up): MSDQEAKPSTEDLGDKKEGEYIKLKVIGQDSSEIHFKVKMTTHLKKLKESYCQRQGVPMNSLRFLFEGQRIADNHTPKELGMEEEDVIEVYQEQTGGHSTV
DNMT1 inh = human DNMT1 methyltransferase inhibitors, primary screen, biochemical, molecular beacon, fluorescence, HinP1I cleavage, uHTS | AID 588458, 2011 | inhibition (reported as % activation of signal), % at 10 µM | actives 0.83% (n = 360,000) | DNA (cytosine-5)-methyltransferase 1 (Homo sapiens), P26358; in the data active means inhibition above about 50%
* = called active by the depositor; i = inactive; . = not tested or not shown.

NadD block,MT1-MMP act inh,SKN-1 inh,NRP1-CendR mod,STEP block,LMPTP block,Scp-1 inhibitor,Rpn11 inh,SUMO1 PPI mod,DNMT1 inh,Compound
3,6,-15,2,2,-2.0,-5,i,-2,-3,O=C(CCNS(=O)(=O)c1ccc2c(c1)CCC(=O)N2)NCc1cccnc1
-2,4,6,-9,1,0.7,.,i,-1,-2,CN(C(=O)Nc1ccc(F)cc1)[C@H]1C[C@H]2c3[nH]c4ccccc4c3CCN2C(=O)[C@H]1CO
11,4,0,7,3,-4.3,-2,i,-4,-3,COc1cccc(C2c3c(oc4ccccc4c3=O)C(=O)N2CCCN(C)C)c1OC (stereo not drawn)
-4,6,4,4,-2,0.7,-15,i,2,0,COc1ccc(OC)c(CCNC(=O)c2ccc(CS(=O)(=O)c3ccc(Br)cc3)o2)c1
-8,-2,6,7,-1,0.3,.,i,6,5,CCc1ccc([C@H]2[C@@H]3C(=O)C[C@@H]4C(=O)N(CC)C(=O)[C@@H]4[C@@H]3CN2S(=O)(=O)c2ccc(C)cc2)cc1
-2,1,11,3,0,-1.5,-5,i,-11,14,COc1ccc(OC(=O)c2cc3cc(Cl)ccc3oc2=O)cc1
-9,20,-39,-6,-1,0.3,-4,i,10,1,CCN(CC)S(=O)(=O)c1cccc(C(=O)Nc2ccc(C#N)cc2)c1
-3,0,5,-4,1,0.8,.,i,-37,4,CCn1c(O)c(N=NC(=O)CNC(=O)c2cccnc2)c2ccccc21
0,1,3,-7,-1,0.3,-8,i,-3,-1,Cn1c(Cn2c(=O)sc3ccccc32)nnc1SCC(=O)Nc1ccc2c(c1)OCO2
-3,-6,20,-6,-2,-2.0,-2,i,-4,1,Nn1c(-c2ccccc2Cl)nnc1-c1ccccc1Cl
-3,8,4,14,-4,-0.7,-10,i,3,-1,COc1ccc(CC(C(=O)Nc2cccc(F)c2)c2nn[nH]n2)c(OC)c1 (stereo not drawn)
22,-5,11,15,3,4.9,0,i,-14,-6,Cc1nc(N2CCC(C)CC2)c2c(C)c(C(=O)Nc3ccc4c(c3)OCCO4)sc2n1
-1,2,-3,11,1,-1.3,-24,i,-23,0,CCN1CCN(C(=O)c2cc3cc([N+](=O)[O-])ccc3oc2=O)CC1
-5,1,1,-13,1,-0.5,-7,i,1,2,CCN1CCN(C(=O)C(=O)c2c(C)[nH]c3ccccc23)CC1
-5,5,-1,0,1,-0.7,0,i,1,0,CN(CC(=O)Nc1ccc(F)c(F)c1F)C(=O)C1CCCO1 (stereo not drawn)
-6,1,-1,4,-1,0.5,.,i,-5,1,O=C(Oc1ccccc1O)c1cccc2ccccc12
-6,-1,-2,-11,4,-3.6,-7,i,0,-8,Fc1ccc(-c2cc3nc(-c4ccccc4)cc(N4CCN(CCN5CCOCC5)CC4)n3n2)cc1
-2,1,-2,8,5,-1.2,-1,i,1,8,COc1ccc2c(C)c(CCC(=O)NC3CC3)c(=O)oc2c1C
2,-4,18,-4,0,-1.5,-5,i,-5,-7,CN(C)c1ccc(/C=N/NC(=S)NCc2ccco2)cc1
17,4,-2,-6,1,0.3,-18,i,0,4,COc1ccc(C(=O)Oc2ccc(/C=N/Nc3ccc(Cl)c(C(=O)O)c3)cc2OC)cc1
5,-1,3,16,4,3.6,-3,i,1,-2,Cc1cccc2sc(N3CCN(C(=O)C4COc5ccccc5O4)CC3)nc12 (stereo not drawn)
-5,5,14,-5,2,-0.7,.,i,2,3,COC(=O)c1ccc(Cn2c(C)c(C(=O)NCc3ccc(C#N)cc3)sc2=O)o1
-3,1,2,32*,-10,-1.9,0,i,-2,1,COc1cccc(NC(=O)COc2ccccc2C(N)=O)c1
-16,0,8,-17,-12,-1.5,35,i,12,8,O=c1c(C(c2ccc(O)cc2)c2c(O)nc3n(c2=O)CCS3)c(O)nc2n1CCS2
-6,6,28,14,1,0.2,.,i,0,-1,CC(=O)C1=CCC(c2ccccc2F)N(S(=O)(=O)c2ccc(C)cc2)C1 (stereo not drawn)
-9,-3,13,3,-2,-0.9,-3,i,-2,2,O=C1NC(=O)C(Cc2c[nH]c3ccccc23)N1 (stereo not drawn)
-1,0,-4,6,-4,-0.3,4,i,-4,-4,N#Cc1ccc(C(=O)CSc2n[nH]c(=O)n2-c2cccnc2)cc1
-1,3,-10,5,0,0.1,-2,i,-2,1,CCOc1ccc2nc(SCC(=O)NC3CC3)sc2c1
-3,3,-14,-7,-2,0.0,-3,i,-6,3,CCOC(=O)c1[nH]c2ccc(OC)cc2c1NC(=O)CN1CCC2(CC1)OCCO2
3,0,-6,-3,3,-2.4,.,i,-8,-1,COc1ccc(/C(O)=C2/C(=O)C(=O)N(CCCN3CCOCC3)C2c2ccc(Cl)cc2)cc1 (stereo not drawn)

Ordered by molar mass (ascending): some entries from above
NadD block,MT1-MMP act inh,SKN-1 inh,NRP1-CendR mod,STEP block,LMPTP block,Scp-1 inhibitor,Rpn11 inh,SUMO1 PPI mod,DNMT1 inh,Compound
-9,-3,13,3,-2,-0.9,-3,i,-2,2,O=C1NC(=O)C(Cc2c[nH]c3ccccc23)N1 (stereo not drawn)
11,4,0,7,3,-4.3,-2,i,-4,-3,COc1cccc(C2c3c(oc4ccccc4c3=O)C(=O)N2CCCN(C)C)c1OC (stereo not drawn)
-2,4,6,-9,1,0.7,.,i,-1,-2,CN(C(=O)Nc1ccc(F)cc1)[C@H]1C[C@H]2c3[nH]c4ccccc4c3CCN2C(=O)[C@H]1CO

Records above marked active in NRP1-CendR mod.
NadD block,MT1-MMP act inh,SKN-1 inh,NRP1-CendR mod,STEP block,LMPTP block,Scp-1 inhibitor,Rpn11 inh,SUMO1 PPI mod,DNMT1 inh,Compound
-3,1,2,32*,-10,-1.9,0,i,-2,1,COc1cccc(NC(=O)COc2ccccc2C(N)=O)c1

Carrying on.
NadD block,MT1-MMP act inh,SKN-1 inh,NRP1-CendR mod,STEP block,LMPTP block,Scp-1 inhibitor,Rpn11 inh,SUMO1 PPI mod,DNMT1 inh,Compound
3,-9,12,3,2,0.5,-7,i,-1,5,CCOC(=O)C1=C(C)C2C3C(=O)N(c4ccccc4C)C(=O)C3C1(C)C1C(=O)N(c3ccccc3C)C(=O)C21 (stereo not drawn)
-1,-4,-33,-4,0,0.6,4,i,-18,0,Cc1cc(-c2nc3ccccc3o2)c2ccccc2n1
-2,3,1,8,-2,0.0,-4,i,-1,2,Cc1ccc(C(=O)Cn2c(N3CCOCC3)nc3c2c(=O)n(C)c(=O)n3C)cc1
2,-14,10,7,1,0.1,-3,i,-16,1,c1ccc2c(CN3CCOCC3)c3ccccc3c(CN3CCOCC3)c2c1
-1,-1,7,0,-3,-3.1,-5,i,0,8,CCN1CCN(C(=O)C(C)Sc2nnc3nc(C)cc(C)n23)CC1 (stereo not drawn)
1,6,20,0,-2,-1.2,-5,i,-1,-1,CC(=O)C1=NOC(CNC(=O)c2c(-c3ccccc3Cl)noc2C)C1 (stereo not drawn)
-1,-5,11,4,0,2.3,-2,i,-6,-1,c1ccc(CSc2nnc(-c3ccccc3)c(-c3ccccc3)n2)cc1
-7,2,-4,-3,-4,0.1,-5,i,-4,0,O=C(CSc1nc2ccccc2o1)N/N=C/c1ccccc1C(=O)O
-3,-8,11,-10,0,-0.4,10,i,1,7,O=C(COC(=O)/C=C/c1ccc(C(F)(F)F)cc1)NC1CCCC1
2,-3,5,4,0,0.8,-4,i,-6,1,CCC(c1nc2ccccc2c(=O)n1CCCn1ccnc1)N1C(=O)c2ccccc2C1=O (stereo not drawn)
9,1,5,9,-3,0.0,-5,i,-5,0,CCC(=O)N1CCc2cc(S(=O)(=O)CCC(=O)Nc3ccc(F)c(F)c3)ccc21
-1,-2,4,15,2,-1.4,6,i,-2,-5,CC(C)NC(=O)Nc1ccc2c(c1)C(=O)N([C@H](C)CO)C[C@H](C)[C@@H](CN(C)S(=O)(=O)c1ccc(F)cc1)O2
0,-12,-15,5,-7,2.1,-2,i,-3,1,Cc1ccc(S(=O)(=O)c2cc3cc(Br)ccc3oc2=O)cc1
2,1,15,-3,-1,-0.3,-4,i,-11,1,CCC(C)NC(=O)CSc1nc(-c2cccs2)cc(C(F)(F)F)n1 (stereo not drawn)
-3,-5,5,-3,1,1.3,-17,i,-2,-6,COc1cccc(CN2CCNC(=O)C2CC(=O)N(C)CCC2CCOCC2)c1OC (stereo not drawn)
-6,3,5,1,-1,1.2,3,i,-2,4,Cc1c(CN2CC[C@@H](N3CCN(c4ccccn4)CC3)[C@H](O)C2)[nH]c2ccc(F)cc12
2,-1,-5,-3,5,-2.1,-7,i,1,4,Cc1ccnc(NC(=O)COC(=O)C2COc3ccccc3O2)n1 (stereo not drawn)
-3,-2,-2,11,-1,-0.3,-14,i,3,1,CC[C@@H]1C=C(C(=O)O)[C@H](c2ccc3c(c2)OCO3)N1S(=O)(=O)c1ccc(C)cc1
.,3,11,9,.,0.4,.,.,-6,.,CC(C)CCN1C(=O)CSCC1(C)C(=O)NC(C)C (stereo not drawn)
6,1,-7,1,1,-2.2,-3,i,-3,2,O=C(NCc1ccccc1)c1ccc(=O)[nH]n1
-4,5,2,-2,2,0.0,-1,i,-1,1,CC(=O)c1c(C)nc2ccc(Cl)cn12
-7,6,1,3,0,0.3,-1,i,3,0,CCc1ccc(NC(=O)Nc2cccc(OC)c2)cc1
-2,3,3,-2,-2,2.5,-6,i,3,0,O=C(NCC1CCCN1S(=O)(=O)c1cccs1)c1ccccc1F (stereo not drawn)
-2,0,-2,0,-1,0.4,0,i,-3,-41,CS(=O)(=O)N1CCC(Oc2ccccc2C(=O)NC2CCCCCC2)CC1
0,-1,1,-4,13,-0.9,-9,i,1,-1,COc1ccccc1CNC(=S)Nc1ccc(S(N)(=O)=O)cc1
18,0,-5,7,6,-0.4,-4,i,0,1,COc1cc(/C=N/Nc2ccc(Cl)c(C(=O)O)c2)ccc1OC(=O)c1ccc(F)cc1

The order is random; 3.9% or so of the library scored in one or more.
